SARS 3CLpro inh = SARS-CoV 3CLpro protease inhibition | 290,000 compounds, 0.14% hits | inhibition, % at 6 µM | AID 1706 | recombinant SARS-CoV 3CLpro, quenched FRET peptide cleavage | P0C6X7; in the data active = inhibition above about 12%
VHR inh abs = DUSP3 (human) phosphatase inhibition. recombinant VHR phosphatase, pNPP absorbance. inhibition, % at 13.3 µM. 290,000 compounds, 0.52% hits; in the data active = inhibition above about 50%; note: some compounds called inactive have numbers as strong as hits
Target sequence (P51452 whole entry, looked up): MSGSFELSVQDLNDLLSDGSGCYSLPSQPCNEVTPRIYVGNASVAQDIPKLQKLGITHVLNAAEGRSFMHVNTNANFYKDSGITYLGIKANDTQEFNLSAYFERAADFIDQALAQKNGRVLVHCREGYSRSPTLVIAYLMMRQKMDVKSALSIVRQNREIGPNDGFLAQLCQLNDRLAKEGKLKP
PrPC TRFRET = reduces human prion protein on the cell surface; P04156; cell surface PrPC, TR-FRET read-out; inhibition, % at 13.8 µM; 370,000 compounds, 0.43% hits; AID 720596; in the data active = inhibition above about 24%; note: 0% = median of the test wells and 100% = reference compound wells
MazEF act = MazEF (E. coli) toxin RNase activation; P0AE70; FAM/BHQ RNA-DNA oligo cleavage fluorescence, 5 h; activation, % at 20 µM; 350,000 compounds, 0.32% hits; in the data active = activation above about 50%
Target sequence (P0AE70 whole entry, looked up): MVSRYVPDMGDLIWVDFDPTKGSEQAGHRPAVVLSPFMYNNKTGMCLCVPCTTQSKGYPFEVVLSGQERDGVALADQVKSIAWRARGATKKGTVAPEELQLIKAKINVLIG
Rv3671c protease = inhibits the M. tuberculosis serine protease Rv3671c; inhibition, % at 5.96 µM; 320,000 compounds, 0.048% hits; AID 2606; in the data active = inhibition above about 38%;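 note: extracellular domain of Rv3671c used as enzyme; 0% = enzyme with DMSO and 100% = no enzyme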
Target sequence (P9WHR9 whole entry, looked up, the tested form may be a part): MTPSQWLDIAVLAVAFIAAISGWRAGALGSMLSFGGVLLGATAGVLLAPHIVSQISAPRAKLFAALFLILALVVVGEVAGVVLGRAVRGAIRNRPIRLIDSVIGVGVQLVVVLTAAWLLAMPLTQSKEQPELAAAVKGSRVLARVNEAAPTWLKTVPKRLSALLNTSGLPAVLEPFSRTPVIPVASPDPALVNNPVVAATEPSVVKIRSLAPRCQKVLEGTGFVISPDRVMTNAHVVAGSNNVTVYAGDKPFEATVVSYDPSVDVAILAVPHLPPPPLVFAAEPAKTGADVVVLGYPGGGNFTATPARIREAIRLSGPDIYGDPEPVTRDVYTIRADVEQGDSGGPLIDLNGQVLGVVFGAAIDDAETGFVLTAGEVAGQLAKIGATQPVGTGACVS
BoNT-F LC inh = inhibitors of Botulinum neurotoxin F light chain protease; AID 588497; inhibition, % at 10 µM; 360,000 compounds, 0.22% hits; Multiplex microsphere protease cleavage assay, flow cytometry; in the data active = inhibition above about 35%, passing the limit was not always enough; inconclusive = no clear call, values can overlap the other calls; note: plate controls were buffer without enzyme for full effect and enzyme alone for no effect
BoNT-A LC inh2 = blocks Botulinum neurotoxin A light chain protease; multiplex microsphere protease substrate cleavage, flow cytometry; inhibition, % at 10 µM; 360,000 compounds, 0.17% hits; note: plate controls were buffer without enzyme for full effect and enzyme alone for no effect
Anthrax LF prot = inhibitors of Bacillus anthracis lethal factor protease. 360,000 compounds, 0.12% hits. inhibition, % at 10 µM. multiplex microsphere protease cleavage assay, LF. AID 588501; note: plate controls were buffer without enzyme for full effect and enzyme alone for no effect
CCHF vOTU inh = blocks the CCHF virus ovarian tumor domain protease. inhibition, % at 11.5 µM. 370,000 compounds, 0.55% hits. CCHFV vOTU protease, Pep-AMC fluorescence; in the data active = inhibition above about 30%; note: 0% = vehicle wells with enzyme and 100% = no enzyme wells
PriA SSB inh = blocks PriA binding to SSB C-terminal tail; AlphaScreen SSBct-PriA binding, biotinylated peptide; AID 1272365; 430,000 compounds, 0.6% hits; inhibition, % at 33 µM; in the data active = inhibition mostly above about 37%, no sharp cut-off; inactive = mostly below about 20%;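 note: plate controls were negative control peptide for no effect and reference peptide for full effect; strong numbers were not always called active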
An asterisk follows results filed as active; i = inactive; ? = inconclusive; nt = no result given. Cut-off read from the data, not from the text of the source, unless noted: active = inhibition above about 30%; inconclusive = no clear call, values can overlap the other calls; inactive = below that. The list is partial; rates above refer to the full screens.

SMILES	SARS 3CLpro inh	VHR inh abs	PrPC TRFRET	MazEF act	Rv3671c protease	BoNT-F LC inh	BoNT-A LC inh2	Anthrax LF prot	CCHF vOTU inh	PriA SSB inh
COc1ccc(CNC(=O)N[C@H](C(=O)O)C(C)C)cc1OC	4	26	-7	7	-6	1	-0.3	-2	6	-10
Cc1c(C(=O)N2CCN(C3CCS(=O)(=O)C3)CC2)oc2c(F)cccc12 (centres undefined)	nt	nt	-5	-3	-1	-8	0.7	4	-2	-16
Cc1cccn2c(=O)c3cc(C(=O)O)n(C)c3nc12	3	10	-3	-3	-2	2	0.3	0	-61	-5
CCN(CC)S(=O)(=O)c1ccc(C2CNC(=O)C2)cc1 (centres undefined)	-5	15	-9	-2	2	-6	-0.2	2	8	-5
CCCCCCCCN1C(=O)[C@H](CC(=O)NCc2ccc(OC)c(OC)c2)C[C@@]2(C(=O)OC)CCCCC=C12	nt	nt	8	nt	nt	-2	0.8	-5	15	nt
CCN(c1ccccc1)S(=O)(=O)c1ccc(Oc2ccccc2)c(N)c1	nt	nt	6	4	nt	-6	0.5	-3	1	-4
O=C(Cc1cccc2ccccc12)NCC(=O)N1CCN(CC(=O)Nc2ccc(F)cc2)CC1	nt	nt	4	-1	nt	4	0.2	0	4	nt
Cc1ccc(N2C(=O)c3ccccc3C2=O)cc1C	4	4	-1	13	2	-1	0.4	-2	12	-6
O=C(NCC1COc2ccccc2O1)c1ccc(-n2cncn2)c([N+](=O)[O-])c1 (centres undefined)	nt	nt	-21	-7	3	8	4.1	3	-4	-4
Fc1ccc(N/N=C/c2ccc(N3CCOCC3)cc2)c(F)c1	-3	-5	10	1	2	-6	-0.3	-9	0	nt
CC(NC(=O)CCCc1c[nH]c2ccccc12)c1ccc(F)cc1 (centres undefined)	-7	-1	-2	13	6	2	2.6	2	1	11
CCOc1ccc(/C=N/NC(=O)CSc2ccccn2)cc1O	1	1	-5	1	-7	-10	-1.3	-4	1	i
O=C(Cc1ccccc1)OCC(=O)c1ccc(F)cc1	nt	nt	-5	2	2	0	-0.9	-8	-4	-27
COc1ccc(CSc2nnc(C)n2N)cc1	1	13	7	9	0	15	0.2	-2	1	-8
CC1=C(C)CC(C(=O)NNC(=O)c2ccccc2O)C(C(=O)O)C1 (centres undefined)	2	43	-2	-3	-1	-11	-0.4	-1	13	-16
CCCCCn1c(=O)c(C(=O)Nc2cnccn2)c(O)c2ccccc21	-2	31	6	4	-2	-7	0.3	4	9	-16
C/[N+]([O-])=C\C1C(=O)CCCC1=O	1	1	9	-2	-9	6	0.0	2	-1	6
COC(=O)C1C(C(C)C)N(c2ccccc2)OC1(C)O (centres undefined)	3	4	8	0	2	-3	1.2	-1	5	-5
CCS(=O)(=O)N1CCC(C(=O)Nc2cccc(C(C)=O)c2)CC1	3	16	-1	-7	-6	-3	-0.7	1	-29	-7
Cc1ccccc1CNc1ncnc2cc(Cl)ccc12	-2	14	2	12	-9	3	-1.7	2	-7	-11

Profiles from above:
`Cc1c(C(=O)N2CCN(C3CCS(=O)(=O)C3)CC2)oc2c(F)cccc12` (centres undefined) is entered as SARS 3CLpro inh = nt; VHR inh abs = nt; PrPC TRFRET = -5; MazEF act = -3; Rv3671c protease = -1; BoNT-F LC inh = -8; BoNT-A LC inh2 = 0.7; Anthrax LF prot = 4; CCHF vOTU inh = -2; PriA SSB inh = -16
`CCCCCn1c(=O)c(C(=O)Nc2cnccn2)c(O)c2ccccc21` is entered as SARS 3CLpro inh = -2; VHR inh abs = 31; PrPC TRFRET = 6; MazEF act = 4; Rv3671c protease = -2; BoNT-F LC inh = -7; BoNT-A LC inh2 = 0.3; Anthrax LF prot = 4; CCHF vOTU inh = 9; PriA SSB inh = -16

(continued)
SMILES	SARS 3CLpro inh	VHR inh abs	PrPC TRFRET	MazEF act	Rv3671c protease	BoNT-F LC inh	BoNT-A LC inh2	Anthrax LF prot	CCHF vOTU inh	PriA SSB inh
Cn1c(NN)nc2c1c(=O)n(Cc1ccccc1)c(=O)n2C	0	12	5	7	nt	-25	-0.2	-9	2	-9
CCCN(CC(=O)Nc1ccccc1C)C(=O)c1cc(=O)[nH]c2ccccc12	-2	23	1	-5	-5	1	-0.6	2	-12	-9
CC(C)Oc1ccc(F)cc1-c1cc(C(=O)NC2CCCCC2)[nH]n1	nt	nt	5	nt	nt	1	0.3	7	16	nt
Cc1cccc(NC2(C(F)(F)F)N=C3SCCN3C2=O)n1 (centres undefined)	-4	25	-1	1	-3	0	1.3	0	-8	-10
CC(=O)Nc1ccc(-c2csc(NC(=O)Nc3ccccc3)n2)cc1	0	0	12	7	nt	-5	-0.7	-4	9	-1
Cc1ccc(NC(=O)/C(CN(C)C)=N\O)cc1	5	26	-2	8	3	20	4.0	0	-2	nt
Cc1ncc(NS(=O)(=O)c2ccc(N)cc2)nc1C	nt	nt	2	-4	nt	-3	-0.6	-2	-7	-6
O=C(NCc1ccco1)c1ccc(COc2ccccc2[N+](=O)[O-])o1	-5	34	-1	-1	-2	-6	0.5	-2	-5	3
O=C1C(C23CC4CC(CC(C4)C2)C3)C(=O)N(c2ccccc2)N1c1ccccc1	4	18	-3	-5	-6	-4	-0.4	1	10	0
COc1cc2c(cc1OC)CN(C(=O)CCN1C(=O)C3CCCCC3C1=O)CC2 (centres undefined)	7	13	0	4	6	4	0.0	-4	1	-11
COc1ccc(C[C@H]2CN3C(=NC[C@@H]3Cc3ccccc3)N2CCNC(=O)c2ccc(C)c(Br)c2)cc1	2	25	nt	-25	-5	-24	-0.3	-2	nt	32
COc1ccc(CNS(=O)(=O)c2cc(-c3cc(C)no3)ccc2C(C)C)cc1	-3	4	20	3	-10	5	0.5	0	0	-11
Cc1cccc(N2CCN(C(=O)C3CCN(c4ncnc5c4nc4n5CCCCC4)CC3)CC2)c1C	0	11	6	19	2	-4	-0.5	-1	17	-10
COc1ccc(NC(=O)C2CCCN(c3nc(C)cc(C)n3)C2)cc1 (centres undefined)	-1	26	5	5	14	1	-0.1	-7	12	-14
CCCCCCn1c(N2CCN(c3ccccc3)CC2)nc2c1c(=O)[nH]c(=O)n2C	-9	-32	-1	0	2	1	0.6	-4	-3	-6
CN(C1CCS(=O)(=O)C1)S(=O)(=O)c1ccccc1[N+](=O)[O-] (centres undefined)	2	-1	-8	3	-7	3	0.2	-1	-10	-16
CCC(C)NS(=O)(=O)c1ccc(OCC(=O)NCc2ccccn2)cc1 (centres undefined)	-5	9	-3	-1	-1	-4	0.5	4	1	-5
CC(C)(C)NC(=O)c1ccc2c(c1)N(CC(=O)N1CCCC1)C(=O)C(C)(C)O2	-2	10	-5	-11	3	-11	2.2	8	-2	-8
Cc1ccc(-n2nc(C)c(/C=N/n3c(C)n[nH]c3=S)c2Cl)cc1	-6	13	-2	4	-1	16	1.5	-9	2	nt
CC1(C)Cc2c(sc(/N=C/N3CCCC3)c2C#N)C(C)(C)N1	0	4	-2	-2	3	-4	-1.0	-4	18	nt
O=C(COc1ccc2ccccc2c1)NNC(=O)Cc1ccccc1	-1	1	4	3	-31	2	0.3	3	9	-13
CCCNC(=O)C1CC(c2ccccc2[N+](=O)[O-])=NO1 (centres undefined)	nt	nt	-14	8	-7	0	0.1	2	-6	-3
CCOC(=O)CC(=O)N/N=C/c1c(N)n(C)c(=O)n(C)c1=O	4	-1	1	2	3	-4	-0.5	-2	2	nt
COc1ccc(C(=O)COC(=O)c2ccc(N(C)C)cc2)cc1	6	13	-2	-14	-1	3	0.3	-8	-8	-10
COc1ccc(N2CCN(Cc3ccc(Br)s3)CC2)cc1	-1	28	-2	-3	9	-10	1.2	-5	2	33
Cc1cc(C)c(C)c(S(=O)(=O)N2C(=S)NC(=O)C2C(C)C)c1C (centres undefined)	7	4	9	7	-9	6	-0.1	-1	4	0
CCCC(C(=O)NC(C)(C)C)N(Cc1ccc(F)cc1)C(=O)c1snc(C(N)=O)c1N (centres undefined)	4	0	3	9	0	28	0.4	15	3	-9
Cc1ccc(S(=O)(=O)CCC(=O)OCC(=O)Nc2ncc(Cl)cc2Cl)cc1	0	4	-4	1	8	6	1.7	5	-17	1
O=C(NC(=S)NC1CCCC1)c1ccccc1	2	18	6	-6	-1	3	1.8	-3	11	3
O=C(CSC(=S)N1CCCC1)c1cc(Br)cc(Br)c1O	8	-1	9	2	-44	nt	nt	nt	16	-8
COC(=O)N/N=C/c1cccc(OCCSc2ccc(Cl)cc2)c1	5	-4	9	-12	-16	-8	-0.5	2	6	nt
O=c1[nH]c2ccc(S(=O)(=O)N3CCN(Cc4ccccc4)CC3)cc2[nH]c1=O	1	32	nt	5	2	-4	-2.6	-1	nt	-1
CCOC(=O)c1sc(=S)[nH]c1C	nt	nt	22	2	nt	0	0.3	-3	15	-19
O=c1[nH]c2cccnc2c2ccsc12	-1	22	0	5	9	3	-0.4	3	10	-12
O=C(CNS(=O)(=O)c1ccccc1)NCc1ccco1	-4	-8	2	6	-5	-1	0.8	4	-2	-5
CCOC(=O)C1=C(COC(=O)c2cccnc2SC)NC(=O)NC1C (centres undefined)	nt	nt	0	-2	3	5	-0.1	-1	0	-10
O=C(COc1nsnc1N1CCOCC1)Nc1ccc(Br)cc1	-5	8	8	6	-4	1	1.8	-4	0	17
CC(=O)Nc1ccc(CN2CCC(n3nccc3NC(=O)CCc3ccccc3)CC2)cc1	2	6	-5	2	-8	9	-1.3	-2	12	-9
CCOC(=O)COc1nc(-c2ccc(C)cc2)cc(-c2ccco2)c1C#N	-1	0	-2	8	-1	?	-5.5	-18	-5	-4
CC(C)(Oc1ccc(Cl)cc1)C(=O)NC1CCSC1=O (centres undefined)	2	-20	nt	3	7	12	1.0	1	nt	-14
COC(CNC(=O)c1cc(C(=O)c2c(-c3c(Cl)cccc3Cl)noc2C)c[nH]1)OC	1	7	7	-7	-2	-1	-0.5	-3	7	-6
Cc1cccc(N2C(=O)CC(N3CCN(Cc4ccc5c(c4)OCO5)CC3)C2=O)c1 (centres undefined)	2	19	-6	3	2	0	-0.5	-6	-1	-4
Cc1ccc(SCC(=O)NC(=O)NCc2ccccc2)c(C)c1	3	-2	0	-6	-8	3	0.1	-2	-12	-6
CCn1c(CNc2ccc(OC)cc2)nnc1SCC(=O)Nc1ccc(F)cc1	3	18	4	-4	-2	-16	-2.9	-4	-11	-1
CNc1c([N+](=O)[O-])cnn1-c1ccc(Cl)cc1	2	-4	-10	-2	1	-1	-0.2	-12	10	-9
CC(=O)c1c(C)[nH]c(C(=O)OCc2ccccc2)c1C	0	-8	9	1	-9	-9	-0.9	3	-5	2
CCn1nc(NC(=O)C(C)(C)C)c2cc3cccc(C)c3nc21	-3	5	0	5	-5	24	1.1	-7	-7	-47
CN1CCCN(c2ccc([N+](=O)[O-])nc2)CC1	2	21	-23	-2	13	-20	-5.7	-4	5	1
COc1cc(OC)cc(C(=O)NNC(=O)c2nn(C)c(=O)c3ccccc23)c1	nt	nt	-7	12	8	1	0.6	1	-2	6
O=Cc1c(NCc2ccccc2Cl)c2ccccc2[nH]c1=O	4	5	2	-5	-10	nt	nt	nt	11	-4
Following part:
SMILES	SARS 3CLpro inh	VHR inh abs	PrPC TRFRET	MazEF act	Rv3671c protease	BoNT-F LC inh	BoNT-A LC inh2	Anthrax LF prot	CCHF vOTU inh	PriA SSB inh
CCOC(=O)c1nn(-c2ccccc2)c(C(=O)OCC)c1N	-1	-11	4	-1	3	6	0.7	2	-143	4
CC1C(=O)N2CCCc3cc(NC(=O)c4ccccc4F)cc1c32 (centres undefined)	nt	nt	-2	-7	1	nt	nt	nt	-1	-12
Cc1ccc2c(c1)c(C)cc[n+]2Cc1ccccc1	2	-9	-3	9	-3	-43	9.2	-8	-15	-8
O=C(Nc1ccc(OC(F)F)cc1)c1ncc(Cl)c(Cl)c1Cl	2	30	-5	5	0	1	0.0	0	9	-11
Cc1ccc2nc(-c3ccccc3)c(CN3CCOCC3)n2c1	5	9	-4	-1	-2	-3	-0.3	-3	5	-17
